Source: PubChem BioAssay
PfHsp90 set2 – growth inhibition of PfHsp90-expressing yeast, primary screen, antimalarial PfHsp90 inhibitor project, S. cerevisiae, BacTiter-Glo luminescence, single point, set 2; BacTiter-Glo ATP, 48 h; yeast lacking PDR1 and PDR3 efflux regulators; inhibition, % at 9.4 µM; 0.32% of 310,000 active;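 active means every replicate shows inhibition above about 80%, whatever the replicate mean, limit read from the data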;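 further: 0% = DMSO neutral controls and 100% = 20 µM radicicol positive controls; yeast relying on Plasmodium falciparum Hsp90 in place of its own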
OPRM1-OPRD1 ag – agonists of OPRM1-OPRD1 heterodimerization, primary screen, cell-based, luminescence; Mu-type opioid receptor (Homo sapiens) + Delta-type opioid receptor (Homo sapiens), …; cells; activation, % at 9.3 µM; 0.3% of 340,000 active; AID 504326, 2011; in the data active means activation above about 18%;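 further: 0% = vehicle-treated cells and 100% = reference agonist; values of inactives mirror those of a sister screen read the other way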
phage Ecoli inh – growth loss of phage-infected E. coli, primary screen, RecBCD inhibitor project, absorbance, with phage, HTS | inhibition, % at 11.9 µM | 0.26% of 360,000 active; in the data active means inhibition above about 11%
PKA-R1A activ – activators of PKA-R1A holoenzyme, primary screen, biochemical, fluorescence polarization, Cy5-IP20, bovine R1A, mouse PKAc; PKA-R1A dissociation; scaled: DMSO 0%, 113 µM cGMP 100%; activation, % at 11.4 µM; 0.083% of 340,000 active;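 active means percent activation above the mean of all tested compounds plus 3 SD, cut at about 19% in these data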;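 further: higher means more PKAc released from R1A so a rise in polarization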
DSG3 Ab inh – inhibitors of pemphigus antibody binding to DSG3, primary screen, biochemical, bead-based, flow cytometry, scFv-GFP | Desmoglein-3 (Homo sapiens), P32926 | AID 588358, 2011 | 0.48% of 310,000 active | DSG3-coupled beads, scFv-anti-DSG3-GFP binding; stronger effect = lower value | binding (percent of control), % at 10 µM;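 active means binding more than 3 SD below its plate's average and above zero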;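 further: hits lower antibody fragment binding to DSG3; some compounds called inactive have numbers as strong as hits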
Target sequence (P32926 whole entry, looked up, the tested form may be a part): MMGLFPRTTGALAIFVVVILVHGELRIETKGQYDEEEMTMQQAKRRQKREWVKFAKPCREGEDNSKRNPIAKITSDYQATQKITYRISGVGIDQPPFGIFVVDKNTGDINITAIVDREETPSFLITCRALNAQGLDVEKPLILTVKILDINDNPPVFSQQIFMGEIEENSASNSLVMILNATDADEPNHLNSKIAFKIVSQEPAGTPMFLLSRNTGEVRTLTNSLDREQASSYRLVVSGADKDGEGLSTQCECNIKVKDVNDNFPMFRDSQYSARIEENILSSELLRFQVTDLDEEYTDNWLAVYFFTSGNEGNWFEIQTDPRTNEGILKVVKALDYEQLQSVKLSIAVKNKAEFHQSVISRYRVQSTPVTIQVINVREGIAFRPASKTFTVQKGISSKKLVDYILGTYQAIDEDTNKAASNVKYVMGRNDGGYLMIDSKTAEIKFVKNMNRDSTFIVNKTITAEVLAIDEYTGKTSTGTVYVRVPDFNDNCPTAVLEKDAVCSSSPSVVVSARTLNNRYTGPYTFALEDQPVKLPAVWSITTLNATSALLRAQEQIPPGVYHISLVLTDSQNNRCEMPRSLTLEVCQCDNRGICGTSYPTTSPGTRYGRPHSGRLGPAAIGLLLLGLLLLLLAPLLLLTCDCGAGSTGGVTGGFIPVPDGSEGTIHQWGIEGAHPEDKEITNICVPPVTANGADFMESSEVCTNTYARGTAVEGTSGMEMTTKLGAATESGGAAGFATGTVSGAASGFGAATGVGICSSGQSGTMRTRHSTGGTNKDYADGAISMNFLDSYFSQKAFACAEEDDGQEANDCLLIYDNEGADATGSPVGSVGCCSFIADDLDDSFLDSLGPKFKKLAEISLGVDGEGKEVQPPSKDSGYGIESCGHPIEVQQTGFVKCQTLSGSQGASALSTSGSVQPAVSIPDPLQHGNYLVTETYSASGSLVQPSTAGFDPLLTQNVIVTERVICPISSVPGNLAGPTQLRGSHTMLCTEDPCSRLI
Tat export inh – E. coli Tat export inhibitors, primary screen, MC4100, TorA-mCherry reporter, fluorescence, single point; inhibition, % at 10 µM; 0.036% of 340,000 active; AID 488895, 2010;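 active means mean replicate inhibition at least 50% and at least half of replicates individually reaching 50%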;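 further: exported cargo escapes ClpAP degradation while cytoplasmic cargo is degraded and loses fluorescence; 0% = median of neutral control wells and 100% = median of NaSCN control wells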
E coli growth – E. coli V3065 growth inhibition, primary screen, counter-screen for AddAB inhibitor project, absorbance, OD600; 0.27% of 330,000 active; inhibition, % at 11.9 µM; 18 h;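 active means inhibition above the campaign's mean inhibition across all tested compounds plus 3 SD, cut at about 9.9% in these data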;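 further: uninfected addAB+ strain grown without phage in ampicillin broth; 0% = DMSO wells and 100% = ciprofloxacin 0.95 µg/ml wells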
SUMO Mot1 rescue – yeast Mot1-301 growth rescue at high temperature, primary screen, SUMOylation pathway inhibitor project, S. cerevisiae, ATP luminescence, 38.5C; S. cerevisiae Mot1-301 growth rescue; percent above DMSO median, 100 means doubled; growth rescue, % at 18.8 µM; 1% of 320,000 active;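 active means every valid replicate shows activation above 250% relative to neutral control wells; inactive means the rest, any valid replicate at or below 250%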;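 further: OY570 slx delta 5 strain wells were the positive control but not used for scaling; some compounds called inactive have numbers as strong as hits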
MOR-DOR inv ag – inverse agonists of MOR-DOR heterodimerization, primary screen, cell-based, luminescence; Mu-type opioid receptor (Homo sapiens) + Delta-type opioid receptor (Homo sapiens), …; cell-based MOR-DOR heterodimer luminescence, inverse agonism; inhibition, % at 9.3 µM; 0.21% of 340,000 active; AID 504357, 2011; in the data active means inhibition above about 22%, passing the limit was not always enough;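 further: 0% = cells with DMSO and 100% = wells without cells with DMSO; values of inactives mirror those of a sister screen read the other way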
AddAB inh – growth inhibition of E. coli expressing H. pylori AddAB, primary screen, AddAB inhibitor project, absorbance | inhibition, % at 11.9 µM | 0.29% of 330,000 active | AID 435030, 2010; in the data active means inhibition above about 12%;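 further: 0% = vehicle wells of infected cells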
Arr AP2 block – inhibitors of beta-arrestin/AP2 binding, primary screen, biochemical, GPCR trafficking, flow cytometry | 0.31% of 340,000 active | FITC-arrestin peptide / GST-AP2 beads; AP2 beta2 appendage carries R879A mutation | beta-arrestin 1 C-terminal peptide binding to AP2 beta2-adaptin appendage (human) | inhibition, % at 10 µM | AID 504490, 2011;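 active means inhibition above a set limit, near 3 SD of compounds lacking own fluorescence, cut at about 54% in these data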;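 further: plate controls were DMSO wells for no effect and 5 µM unlabelled arrestin peptide for full effect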
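Test system: GST-tagged AP2 beta2-adaptin appendage (R879A) on 4 µm glutathione beads; also added: fluorescein-tagged arrestin peptide at 50 nM final; timing: 12 min plus 1 h, RT; signal: flow cytometry, FL1 (488/535 nm); read-out: percent drop in bead-associated FITC signal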
Starred values were filed as active, the others as inactive; nt = not tested or not shown; + = active, no number; & = joins results of further samples. The order is random (roughly 2.8% active in at least one column).

SMILES	PfHsp90 set2	OPRM1-OPRD1 ag	phage Ecoli inh	PKA-R1A activ	DSG3 Ab inh	Tat export inh	E coli growth	SUMO Mot1 rescue	MOR-DOR inv ag	AddAB inh	Arr AP2 block
CCOC(=O)C1C2C=CC3(CN(c4ccc(Cl)c(F)c4)C(=O)C13)O2 (centres undefined)	5	-1.9	3.2	2	107	16	-0.3	-20	10	7.0	3
CC(C)(C)OC(=O)NC(=NCCCc1cn(CC(=O)N2CCN(C(=O)OC(C)(C)C)CC2)nn1)NC(=O)OC(C)(C)C	-8	0.8	2.6	-4	105	-1	0.9	1	-5	-2.1	1
Nc1ccc(C23CC4CC(CC(CO)(C4)C2)C3)cc1	13	0.1	3.6	6	nt	1	-0.6	48	0	-2.9	-4
COCCCn1c(=O)/c(=C\c2ccc(OC(F)F)c(OC)c2)s/c1=C(/C#N)C(=O)NCCOC	-4	-3.4	3.8	-8	192	3	-1.2	1	18	1.4	35
COCCC1CCCCN1C(=O)c1cc(COc2cccc(C(C)=O)c2)on1 (centres undefined)	17	-1.4	0.2	-5	104	-6	1.1	1	8	1.3	31
CCC(CC)C(=O)NCCc1cc2c(OC)ccc(OC)c2[nH]c1=O	-3	-0.8	2.9	-3	nt	0	0.4	-3	3	1.8	13
O=C(NCC1CCCO1)c1cc2c([nH]c3ccccc32)c(-c2cccc(Br)c2)n1 (centres undefined)	-4	3.1	5.5	-12	90	3	0.5	174	-17	4.4	-1
NC(=S)N/N=C/c1coc2ccc(Br)cc2c1=O	-6	0.6	-2.1	-1	108	-7	-1.9	514	-3	2.1	27
C/C(=N\NC(=O)c1ccncc1)c1cccc(NC(=O)c2ccc(Cl)s2)c1	-15	0.5	3.1	-3	117	6	nt	-8	-3	nt	19
CCCCc1nc2sc3c(SCC(=O)NCc4ccco4)ncnc3c2c2c1CCC2	4	-2.5	2.1	3	nt	2	1.0	-6	14	-1.0	-4
Cc1ccc2nc(N3CCN(Cc4ccc(F)cc4)C3=O)c(C)cc2c1	15	2.9	0.6	1	101	8	-2.1	1	-17	-2.4	-3
C=CCCC(=O)Nc1nc(C)c(-c2csc(Nc3ccccc3OC)n2)s1	-6	-2.4	-0.5	-8	105	7	0.3	-3	14	4.4	16
CC(CCC(C)C(C)(C)C)[C@@H]1CC[C@H]2C3C[C@H](OS(O)(=S)=S)[C@H]4C[C@H](OS(O)(=S)=S)[C@@H](OS(O)(=S)=S)C[C@]4(C)[C@H]3CC[C@]12C (some centres undefined) (tested in a mixture with another compound)	109*	-3.9	nt	-1	100	13	-1.3&0.6	+	18	-0.9&-1.6	36
CCCc1ccc(S(=O)(=O)N(C)S(=O)(=O)c2ccc(F)cc2)cc1	27	1.9	0.1	-4	98	1	0.6	9	-11	3.4	5
O=C(N/N=C/c1cc2ccccc2[nH]1)c1ccccc1Cl	-2	-2.9	1.2	2	100	-10	2.6	3	16	0.1	-10
COc1cc(/C=C2\SC(=Nc3ccc(N4CCOCC4)cc3)N(C)C2=O)ccc1OC(C)C(=O)O (centres undefined)	-23	0.2	1.2	6	86	9	3.9	-7	-1	6.2	2
COc1ccc(NC(=O)CO/N=C2/CCCc3nonc32)c(OC)c1	nt	-3.3	1.2	-7	113	-3	-2.8	1	16	0.0	-4
Cc1ccccc1Nc1nc(N)nc(CSc2nnnn2-c2ccccc2)n1	-5	-1.6	1.5	0	101	2	-0.7	33	9	1.8	9
COc1ccccc1/C=C(/C(=O)NCCCn1ccnc1)c1ccccc1	-1	-2.9	0.6	-17	98	-4	-2.8	-4	14	2.1	4
COc1ccccc1C1C(C(N)=O)=C(C)Nc2nc(CCCO)nn21 (centres undefined)	-8	-2.5	-0.9	-5	112	-1	-0.5	6	11	-0.3	-15
CCN(C(=O)Cn1c(=O)oc2ccccc21)c1cccc(C)c1	-41	-3.9	0.2	7	116	5	-1.8	628*	18	-3.2	-9
COCCCNC(=O)c1ccc2c(=O)n(Cc3ccc(OC)cc3)c(=O)[nH]c2c1	14	0.9	4.8	0	116	2	0.8	14	-5	-1.3	-13
CC(C)CCn1c(=O)c2ccccc2n2c(CN3C(=O)NC4(CCC(C)CC4)C3=O)nnc12 (centres undefined)	-5	-1.1	0.6	-11	99	8	-1.1	7	6	0.7	-6
CCOC(=O)N1CCN(C(=O)C2CCN(S(=O)(=O)c3cc(Cl)ccc3OCC)CC2)CC1	16	-4.2	-0.6	8	100	-13	-0.5	12	21	2.3	-14
CNc1ccccc1C(=O)OC(C)C(=O)Nc1ccc(Cl)cn1 (centres undefined)	-10	-2.7	-1.6	14	110	-2	2.7	32	9	2.1	20
CC(=O)Nc1c(NC(=O)CC#N)[nH]c2c(c1=O)c(=O)n(C)c(=O)n2C	-14	-0.7	3.1	-14	103	-5	1.3	nt	5	3.8	-2
COc1ccccc1C(=O)NC(=O)COC(=O)CNC(=O)c1ccc(Cl)c([N+](=O)[O-])c1	nt	-2.3	1.0	-12	102	-2	-0.8	14	12	1.6	-8
O=C1CCC(C(=O)N2CCCCO2)CN1Cc1cccc(F)c1 (centres undefined)	0	-3.0	2.5	0	100	0	-2.1	19	15	4.8	-8
Cc1ccc(O)c(NC(=O)C2CC(c3c(F)cccc3Cl)=NO2)c1 (centres undefined)	-31	-1.6	3.4	-21	100	0	-1.6	-3	7	-3.5	-6
Nc1ccc2c(c1)C/C(=C/c1ccco1)C2=O	6	0.1	3.1	2	120	-6	-1.6	-8	-1	2.5	0

Some of the entries so far, with bars between the fields.
structure | PfHsp90 set2 | OPRM1-OPRD1 ag | phage Ecoli inh | PKA-R1A activ | DSG3 Ab inh | Tat export inh | E coli growth | SUMO Mot1 rescue | MOR-DOR inv ag | AddAB inh | Arr AP2 block
CCC(CC)C(=O)NCCc1cc2c(OC)ccc(OC)c2[nH]c1=O | -3 | -0.8 | 2.9 | -3 | nt | 0 | 0.4 | -3 | 3 | 1.8 | 13
O=C(NCC1CCCO1)c1cc2c([nH]c3ccccc32)c(-c2cccc(Br)c2)n1 (centres undefined) | -4 | 3.1 | 5.5 | -12 | 90 | 3 | 0.5 | 174 | -17 | 4.4 | -1
NC(=S)N/N=C/c1coc2ccc(Br)cc2c1=O | -6 | 0.6 | -2.1 | -1 | 108 | -7 | -1.9 | 514 | -3 | 2.1 | 27
C/C(=N\NC(=O)c1ccncc1)c1cccc(NC(=O)c2ccc(Cl)s2)c1 | -15 | 0.5 | 3.1 | -3 | 117 | 6 | nt | -8 | -3 | nt | 19
CCCCc1nc2sc3c(SCC(=O)NCc4ccco4)ncnc3c2c2c1CCC2 | 4 | -2.5 | 2.1 | 3 | nt | 2 | 1.0 | -6 | 14 | -1.0 | -4
Cc1ccc2nc(N3CCN(Cc4ccc(F)cc4)C3=O)c(C)cc2c1 | 15 | 2.9 | 0.6 | 1 | 101 | 8 | -2.1 | 1 | -17 | -2.4 | -3
C=CCCC(=O)Nc1nc(C)c(-c2csc(Nc3ccccc3OC)n2)s1 | -6 | -2.4 | -0.5 | -8 | 105 | 7 | 0.3 | -3 | 14 | 4.4 | 16
CC(CCC(C)C(C)(C)C)[C@@H]1CC[C@H]2C3C[C@H](OS(O)(=S)=S)[C@H]4C[C@H](OS(O)(=S)=S)[C@@H](OS(O)(=S)=S)C[C@]4(C)[C@H]3CC[C@]12C (some centres undefined) (tested in a mixture with another compound) | 109* | -3.9 | nt | -1 | 100 | 13 | -1.3&0.6 | + | 18 | -0.9&-1.6 | 36
CCCc1ccc(S(=O)(=O)N(C)S(=O)(=O)c2ccc(F)cc2)cc1 | 27 | 1.9 | 0.1 | -4 | 98 | 1 | 0.6 | 9 | -11 | 3.4 | 5

(list continues)
SMILES	PfHsp90 set2	OPRM1-OPRD1 ag	phage Ecoli inh	PKA-R1A activ	DSG3 Ab inh	Tat export inh	E coli growth	SUMO Mot1 rescue	MOR-DOR inv ag	AddAB inh	Arr AP2 block
CC[n+]1c(/C=C2\Sc3ccccc3N2C)ccc2cccc(C)c21	-35	1.3	1.8	-2	117	11	nt	nt	-6	nt	-36
COc1ccccc1CNC(=O)CN1C(=O)NC(C)(c2ccc(C)cc2)C1=O (centres undefined)	7	-0.6	0.6	3	107	-12	0.6	2	3	4.3	-6
Cc1ccc(NC(=O)CSc2ccc(-c3cccnc3)nn2)c(C)c1	0	0.7	-1.2	1	97	-8	0.3	7	-4	1.5	-9
O=C(Nc1cccc2c1CCCC2)c1cc([N+](=O)[O-])ccc1Cl	10	-1.3	3.9	-3	109	-1	-0.5	-7	7	-2.1	-6
Cc1ccc(S(=O)(=O)c2nc(S(C)(=O)=O)sc2N2CCC3(CC2)OCCO3)cc1	-12	-0.5	-1.2	6	106	4	-0.3	4	3	-0.6	10
C/C(=N\NC(=O)c1ccc(CN2CCOCC2)cc1)c1ccc(NC(=O)c2ccccc2)cc1	-28	-2.0	5.0	0	94	-2	2.7	18	10	4.3	2
O=C(N=Nc1c(O)[nH]c2ccccc12)c1cc(NS(=O)(=O)c2cccs2)cc(NS(=O)(=O)c2cccs2)c1	nt	1.1	3.7	-6	107	-8	-1.9	-9	-5	-1.4	-10
COCCNC(=O)c1ccc2c3n(nc2c1)-c1ccc(Cl)cc1CO3	1	0.6	1.7	1	107	1	-1.7	-17	-4	3.0	-3
COC(=O)c1[nH]c2ccccc2c1NC(=O)CN1CCN(C(=O)c2ccco2)CC1	-21	-0.7	1.3	-7	nt	6	-1.6	nt	4	-0.3	-2
CN(C)S(=O)(=O)c1ccc2nnn(O)c2c1	-1	0.3	1.6	3	98	-9	2.4	8	-1	0.2	-13

Copied from the list.
`COC(=O)c1[nH]c2ccccc2c1NC(=O)CN1CCN(C(=O)c2ccco2)CC1` – OPRM1-OPRD1 ag = -0.7
`CN(C)S(=O)(=O)c1ccc2nnn(O)c2c1` – PKA-R1A activ = 3
